Screens deposited in PubChem by National Center for Advancing Translational Sciences (NCATS).
HT1080NT lethal = qHTS for induction of synthetic lethality in tumor cells producing 2HG: qHTS for the HT-1080-NT fibrosarcoma cell line; HT-1080-NT fibrosarcoma viability, CellTiter-Glo ATP luminescence, 48 h; Potency, µM (highest dose often 46.1 µM), inactives show top-dose activity, negative = less viability, usual class: cytotoxic; 1.6% of 360,000 active; AID 686970, 2013;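 further: NT is the 2HG producing partner of a matched IDH1 knockdown line; potency means the concentration at half of the fitted maximal effect; 0% = DMSO-treated cells and -100% = media-only wells without cells; nearly all actives have a fitted effect of over 55% in size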
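Read-out is CellTiter-Glo luminescence after 10 minutes at room temperature, following 48 hours' compound treatment of HT-1080-NT cells (750 cells/well, RPMI, 5% FBS, 37 degrees C).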
SW480 rereplic = A quantitative high throughput screen for small molecules that induce DNA re-replication in SW480 colon adenocarcinoma cells. SW480 DNA re-replication, Hoechst DNA content imaging, 48 h. Potency, µM (series often up to 46.1 µM), for inactives: top-dose re-replication activation, most hits filed as activators. 1.8% of 340,000 active. AID 624297, 2012; further: potency means the concentration at half of the fitted maximal effect; % of control where 0% means no effect; nearly all actives have a fitted effect of over 55% in size
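Readout is total intensity of Hoechst-stained nuclei, excited at 405 nm and collected at 500-530 nm. Compound treatment lasted 48 hr at 37 C in 5% CO2 before staining.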
KB-3-1 tox = qHTS assay for MDR1-selective chemotherapeutics: Primary screen using the parental adenocarcinoma cell KB-3-1. KB-3-1 viability, CellTiter-Glo ATP luminescence, 72 h. Potency, µM (titrated, usually from 46.1 µM), for inactives: at the highest dose activity change, negative = cytotoxic, usual class: cytotoxic. 1.4% of 400,000 active. AID 1347075, 2019; further: potency means the concentration at half of the fitted maximal effect; on the % scale 0 is the no-effect control and ±100 the full control effect; nearly all actives have a fitted effect of over 60% in size
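Parental KB-3-1 viability, qHTS format: 72 h compound exposure, 37 °C; CellTiter-Glo; media-only wells and DMSO plates as controls; concentration-effect fits on corrected data.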
MCF10A rerep = A quantitative high throughput screen for small molecules that induce DNA re-replication in MCF 10a normal breast cells. MCF 10A DNA re-replication, Hoechst nuclear intensity, 48 h. Potency, µM (series often up to 46.1 µM), inactives show top-dose activity, positive = re-replication, actives largely listed as activators. 2.9% of 350,000 active. AID 624296, 2012; further: potency means the concentration at half of the fitted maximal effect; % of control where 0% means no effect; nearly all actives have a fitted effect of over 50% in size
HT1080 IDH1KD tx = qHTS for induction of synthetic lethality in tumor cells producing 2HG: qHTS for the HT-1080-IDH1KD cell line; HT-1080 IDH1 knockdown viability, ATP luminescence, 48 h; Potency, µM (doses to about 46.1 µM), for inactives: at the top dose activity, negative = toxicity, hits mostly cytotoxic; 2% of 360,000 active;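 further: potency means the concentration at half of the fitted maximal effect; 0% = DMSO wells and -100% = cell-free medium wells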
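IDH1KD HT-1080 cells, 750/well, RPMI + 5% FBS; compound pinned after 2 h settling; 48 h, 37 °C; CellTiter-Glo luminescence; % activity normalised to DMSO and no-cell wells; curves fitted, classed by r2 and efficacy.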
IL-1B inflam inh = qHTS for Inhibitors of Inflammasome Signaling: IL-1-beta AlphaLISA Primary Screen. THP-1 LPS/ATP IL-1B secretion, AlphaLISA, 16 h; active compounds read low. activity change, % at 57.5 µM. 4.7% of 360,000 active. AID 743279, 2014; in the data active means activity change below about -50%; inconclusive means mostly about -30% to -49%; further: on the % scale 0 is the no-effect control and ±100 the full control effect
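THP-1 cells pretreated 1 hr with compounds (up to 57.5 uM final), then stimulated with LPS (250 ng/mL final) plus ATP (1.25 mM final); secreted IL-1B measured by AlphaLISA after 16 hr, decreased signal indicating inhibition.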
KB-V1 MDR tox = qHTS assay for MDR1-selective chemotherapeutics: Primary screen using the drug-selected MDR subline cells KB-V1. KB-V1 MDR cells viability, CellTiter-Glo, 72 h. Potency, µM (top dose mostly 46.1 µM), for inactives: top-dose activity change, negative = cytotoxicity, most hits filed as cytotoxic. 3.4% of 400,000 active. AID 1347076, 2019; further: potency means the concentration at half of the fitted maximal effect; on the % scale 0 is the no-effect control and ±100 the full control effect; nearly all actives have a fitted effect of over 60% in size
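Luminescent ATP read-out (CellTiter-Glo, 10 min) measures survival of drug-selected KB-V1 MDR cells after 72 h, 37 degrees C compound exposure. Medium: phenol-red-free DMEM, 10% FBS. Values from fitted concentration-response curves.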
WRN inhibitor = qHTS for Inhibitors of WRN Helicase; WRN helicase unwinding, fluorescent forked duplex, kinetic; AID 651768, 2012; 0.46% of 360,000 active; Potency, µM (doses to about 114 µM), without a hit: at the highest dose activity change, negative = inhibition, actives largely listed as inhibitors; further: potency means the concentration at half of the fitted maximal effect; on the % scale 0 is the no-effect control and ±100 the full control effect; nearly all actives have a fitted effect of over 55% in size
Target sequence (Q14191 whole entry, looked up): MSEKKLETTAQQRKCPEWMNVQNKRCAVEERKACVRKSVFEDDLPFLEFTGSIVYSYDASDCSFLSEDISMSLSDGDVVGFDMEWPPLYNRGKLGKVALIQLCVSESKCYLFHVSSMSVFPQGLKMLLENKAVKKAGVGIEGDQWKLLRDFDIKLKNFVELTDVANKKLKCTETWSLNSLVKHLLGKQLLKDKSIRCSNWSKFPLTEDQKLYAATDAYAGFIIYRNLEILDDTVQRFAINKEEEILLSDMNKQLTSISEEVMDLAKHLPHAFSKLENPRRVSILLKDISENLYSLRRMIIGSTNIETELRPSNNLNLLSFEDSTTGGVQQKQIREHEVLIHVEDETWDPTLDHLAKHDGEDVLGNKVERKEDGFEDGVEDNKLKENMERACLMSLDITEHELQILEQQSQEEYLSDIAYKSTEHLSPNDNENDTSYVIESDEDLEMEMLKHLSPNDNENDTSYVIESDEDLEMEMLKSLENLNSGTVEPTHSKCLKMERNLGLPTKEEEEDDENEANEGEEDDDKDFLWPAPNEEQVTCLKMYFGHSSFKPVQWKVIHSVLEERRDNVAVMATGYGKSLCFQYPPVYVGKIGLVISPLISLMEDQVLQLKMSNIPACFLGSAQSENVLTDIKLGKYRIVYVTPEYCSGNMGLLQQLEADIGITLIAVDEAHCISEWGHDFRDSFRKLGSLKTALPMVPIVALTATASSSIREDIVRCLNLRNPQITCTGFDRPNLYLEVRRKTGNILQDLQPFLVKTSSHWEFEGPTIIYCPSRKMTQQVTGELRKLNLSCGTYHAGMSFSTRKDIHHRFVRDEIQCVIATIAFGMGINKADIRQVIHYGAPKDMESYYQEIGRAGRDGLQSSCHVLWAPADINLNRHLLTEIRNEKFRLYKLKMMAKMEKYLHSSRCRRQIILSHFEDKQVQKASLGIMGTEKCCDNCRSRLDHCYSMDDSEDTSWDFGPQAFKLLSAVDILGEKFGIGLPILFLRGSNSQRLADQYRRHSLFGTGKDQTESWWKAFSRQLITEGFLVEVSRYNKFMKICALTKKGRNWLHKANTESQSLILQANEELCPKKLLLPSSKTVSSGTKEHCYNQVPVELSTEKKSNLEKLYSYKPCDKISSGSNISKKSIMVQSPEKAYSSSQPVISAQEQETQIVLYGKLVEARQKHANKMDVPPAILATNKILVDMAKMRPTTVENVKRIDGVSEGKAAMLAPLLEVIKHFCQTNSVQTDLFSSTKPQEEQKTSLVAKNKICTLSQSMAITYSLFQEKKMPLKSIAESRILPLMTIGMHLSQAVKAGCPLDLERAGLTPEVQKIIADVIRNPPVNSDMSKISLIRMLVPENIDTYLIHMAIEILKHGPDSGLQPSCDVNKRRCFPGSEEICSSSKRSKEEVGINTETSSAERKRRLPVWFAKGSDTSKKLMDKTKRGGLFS
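Screening of the MLSMR collection measured strand separation of a quenched forked DNA duplex (100 nM) by 20 nM WRN with 2 mM ATP, all final. Compounds were preincubated with enzyme 15 min at room temperature.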
ATXN2 expr inh = Primary qHTS for Inhibitors of ATXN expression; AID 1745845, 2022; HEK-293 ATXN2-luciferase reporter, luminescence, 24 h; Potency, µM (titrated, usually from 57 µM), for inactives: at the highest dose activity change, negative = inhibition, most hits filed as inhibitors; 0.72% of 360,000 active; further: potency means the concentration at half of the fitted maximal effect; on the % scale 0 is the no-effect control and ±100 the full control effect; nearly all actives have a fitted effect of over 55% in size
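ATXN2-luciferase reporter cells (luciferase flanked by upstream and downstream ATXN2 gene portions) were treated 24 h at 37 °C with compounds at up to 57 uM. SteadyGlo luminescence gave expression; GF-AFC fluorescence gave viability.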
An asterisk follows results filed as active; i = inactive; ? = inconclusive; · = not tested or not shown; [ ] = another dose, or the depositor's remark. Unless noted, the call rests on the fitted dose curve; in most records, active means well fitted curve in the direction sought with a large enough effect; inconclusive means small, poorly fitted or top-dose-only effect, or another doubt; inactive means no such curve, though single readings can be large; an effect the other way counts as inactive or inconclusive.

SMILES	HT1080NT lethal	SW480 rereplic	KB-3-1 tox	MCF10A rerep	HT1080 IDH1KD tx	IL-1B inflam inh	KB-V1 MDR tox	WRN inhibitor	ATXN2 expr inh
COc1ccccc1Cn1nc(C(=O)O)c2ccccc2c1=O	8%	-9%	2%	-1%	12%	-3	-13%	-4%	-20%
O=C(CCC1CCCC1)N1CCN(C2CCCC2)CC1	11%	0%	-1%	5%	18%	26	14%	?	12%
NNC(=O)CSc1nnc(-c2ccccc2)n1-c1ccccc1	-1%	1%	-2%	-13%	-5%	-17	1%	4%	-16%
Cn1c(=O)c2c(-c3ccccc3)n(C3CCCCC3)cc2n(C)c1=O	6%	-5%	10%	-1%	17%	-13	21µM*	-1%	-29%
Cc1ccc(NC(=O)CSc2nnc(COc3ccccc3F)n2N)cc1S(=O)(=O)N1CCOCC1	0%[9.24 µM]	?	?	?	-3%	0	5%	-7%	-8%
CC(=O)c1cccc(NC(=O)C2C3C=CC(C4CC34)C2C(=O)O)c1 (stereo not drawn)	6%	-3%	3%	16%	3%[9.24 µM]	6	?	2%	2%
COc1cc(C2C(C#N)=C(N)Oc3n[nH]c(-c4cccnc4)c32)cc(Br)c1O (stereo not drawn)	13%	-22%	?	-6%	-4%	-2	?	-8%	30%
Cc1ccc(-n2nc(C)c3c(C)c(CCC(=O)Nc4ccc(CN5CCCC5)cc4)c(C)nc32)cc1	-9%	?	1%	26µM*	15µM*	-86*	-18%	-12%	?
COc1cccc(CNC(=O)[C@@H]2CCCN2C(=O)[C@H]2CCCCN2C(=O)c2cccc(Cl)c2)c1	6%	·	17%	·	-18%	-20	4%	4%	12%
Cc1cccc(N2C(=O)C(Oc3ccc(Cl)cc3Cl)C2C=O)c1C (stereo not drawn)	9.2µM*	?	?	18µM*	?	-89*	?	-35%	?
CN(C)CCCN(C(=O)c1ccc(S(=O)(=O)N2CCOCC2)cc1)c1nc2cc3c(cc2s1)OCO3	-20%	?	1%	1%	2%	-11	5%	7%	-35%
O=C(c1ccco1)N1CCCC(c2nc(-c3ccc(S(=O)(=O)NCc4ccccc4)cc3)no2)C1 (stereo not drawn)	?	10%	-3%	18µM*	?	?	0%	-1%	28µM*
CC12CCC(C(=O)N3CCN(Cc4ccccc4)CC3)(OC1=O)C2(C)C (stereo not drawn)	7%	-1%	7%	-2%	-2%	-13	-1%	-5%	-2%
CCOc1cc(/C=C(\C(=O)O)c2ccc(S(=O)(=O)N3CCCC3)s2)ccc1OC	-2%[9.24 µM]	62%	0%	?	-2%	-11	?	2%	2%
C[C@H](NC(=O)OC(C)(C)C)c1nnc(SCC(=O)c2ccc(Cl)cc2)o1	-11%	5%	0%	0%	-1%	12	?	-6%	-11%
COc1ccccc1CCC(=O)Nc1ccc(S(=O)(=O)Nc2cc(C)nc(C)n2)cc1	4%	0%	-9%	0%	7%	16	-13%	-12%	-7%
O=C(CSC1=NCCN1)Nc1cccc(C(F)(F)F)c1	0%	6%	-7%	?	26µM*	-99*	-6%	-16%	32%
CCOc1cccc(/C=N/Nc2ccc(S(=O)(=O)N(CC)CC)cn2)c1O	?	?	0%	5.2µM*	2.6µM*	52	?	-24%	?
CC(C)(O)c1ccc2c(c1)CCC1C(C)(C(=O)O)CCCC21C (stereo not drawn)	2%	-11%	2%	3%	5%	12	4%	-11%	2%
CN(CC(=O)NCCc1ccccc1)S(=O)(=O)c1ccccc1	3%	4%	6%	-2%	-4%	1	?	6%	-22%
COc1ccc(N(CC(=O)NCc2ccco2)S(=O)(=O)c2ccc(OC)c(OC)c2)cc1	-1%	-6%	-1%	2%	-4%	13	0%	5%	-2%
CCOC(=O)c1cccnc1SC(CC)C(=O)N1CCOCC1 (stereo not drawn)	10%	-4%	0%	2%	-5%	-4	?	-11%	11%
Cc1ccc(O)c(C(CC(=O)NCc2ccco2)c2ccccc2)c1 (stereo not drawn)	2%	-3%	-1%	12%	-14%	-28	?	-2%	4%
O=C1CC(NNc2ccccc2)C(=O)N1c1cccc(Cl)c1 (stereo not drawn)	0%	0%	-2%	4%	-2%	21	-9%	-9%	-9%
CCCOc1ccc(-c2nc(N3CCN(C)CC3)c3ccccc3n2)cc1	?	?	-30%	?	?	-20	-9%	-3%	4%
SMILES	HT1080NT lethal	SW480 rereplic	KB-3-1 tox	MCF10A rerep	HT1080 IDH1KD tx	IL-1B inflam inh	KB-V1 MDR tox	WRN inhibitor	ATXN2 expr inh
CC1CCN(Cc2c(O)ccc3c(=O)c(-c4nc5ccccc5s4)c(N)oc23)CC1	-1%	15%	-3%	19%	-6%	41	?	-4%	·
COc1ccc(S(=O)(=O)N2CCC[C@@H]2C(=O)N2CCC[C@H]2C(=O)NCc2ccncc2)cc1C	2%	·	5%	·	-3%	52	-9%	-2%	-22%
CCC(=O)Nc1ccc(NC(=O)/C=C/c2ccc(Cl)cc2)cc1	-3%	-5%	-2%	-5%	-1%	0	0%	-13%	-1%
C=CCNc1nc2c(c(=O)[nH]c(=O)n2C)n1Cc1cccc(C)c1	11%	-8%	-2%	12%	-2%	-1	-4%	-5%	10%
O=C1CCCc2nn(-c3ccccc3)nc21	-4%	-1%	-14%	7%	-1%	0	0%	-16%	22%
CC(=O)Oc1c2occc2cc2ccc(=O)oc12	-6%	1%	9%	?	-28%	0	-27%	-28%	-3%
CC(=O)Nc1ccc(N/C=C/C(=O)c2ccccc2)cc1	?	3%	-5%	14%	?	2	-9%	-19%	39%[activator]
O=C1CSC(c2cccnc2)N1c1ccccc1 (stereo not drawn)	-1%	?	0%	14%	1%	9	15%	-4%	·
Cc1cccc(NS(=O)(=O)c2ccc(C(=O)N3CCN(c4ccccc4O)CC3)cc2)c1C	1%	1%	?	23µM*	-3%	?	?	-29%	-23%
O=C1CC2(CCN(C(=O)c3ccccc3[N+](=O)[O-])CC2)Oc2ccccc21	10%	-2%	4%	1%	2%	-6	8%	4%	-9%
O=C(O)c1c[nH]c2nccnc12	-1%	·	0%	·	-2%	?	?	11%	·
O=C(CSc1nnc(-c2ccc(F)cc2)c2ccccc12)Nc1ccccc1	-10%	3%	-3%	-4%	-19%	-61*	-2%	-1%[57.1 µM]	38%[activator]
O=[N+]([O-])c1ccc(C[n+]2cccc3ccccc32)cc1	-11%	-7%	-1%	-13%	-6%	28	2%	-10%	?
CC(C)=CCN1CCN(Cc2cccc3nonc23)CC1CCO (stereo not drawn)	-4%	4%	1%	9%	-7%	-13	-24%	-6%[57.1 µM]	20%
O=C(NC(=S)Nc1ccc(S(=O)(=O)NC2CCCCC2)cc1)c1cccs1	-16%	-1%	?	17%	?	-65*	-16%	-8%	-25%
OCC[C@H]1C[C@H](O)[C@@H](O)[C@]2(CCc3ccccc3CO2)O1	10%	-2%	-8%	1%	1%	35	-4%	-2%	7%
COc1ccc(N2CCC(CNC(=S)Nc3c(C)cc(C)cc3C)C2)cc1 (stereo not drawn)	-1%	8%	-14%	29%	6%	0	-11%	-8%	·
Cc1ccc(-n2c(=S)sc3c(=O)n(-c4ccc(F)cc4)c(SCC(=O)O)nc32)cc1C	1%	-4%	-5%	13%	-11%	11	-6%	-13%	15%
COCCN1C[C@@H](CO)O[C@@H](n2cnc3c(NCCCO)ncnc32)C1	22%	·	0%	·	?	-26	6%	-1%	13%
O=C(Nc1ccc2[nH]c(=O)[nH]c2c1)c1ccc(Cl)c(Cl)c1	12%	-1%	16%	0%	24%	18	11%	1%[57.1 µM]	-22%
C=CCC1NS(=O)(=O)OC(COC)C1C (stereo not drawn)	?	-7%	?	0%	6%	15	-19%	5%	2%
O=C(COc1ccc(Cl)cc1Cl)NCCCCc1ccccc1	5%	-1%	-2%	?	-6%	-3	6%	-4%	2%
Cc1nc(CCNC(=O)Cc2ccc(F)cc2)cs1	11%	-13%	?	2%	11%	1	2%	-2%	-20%
Nc1cc[n+](CC(=O)c2ccc3c(c2)OCCO3)cc1	-23%	-2%	?	-1%	-26%	14	0%	13%	-28%
CCCCn1c(N)c(N(C)C(=O)c2cccc(-n3cnnn3)c2)c(=O)[nH]c1=O	7%	-12%	13%	5%	1%	-1	0%	6%	4%
Cc1ccc(S(=O)(=O)NNC(=O)c2cccs2)c(C)c1	6%	-2%	-2%	7%	12%	i	1%	1%	9%

Rows were taken by chance. About 12% of those tested had a hit in this group.
